Screening results: PubChem BioAssay, National Center for Advancing Translational Sciences (NCATS)
GRP78 ERSR act: ER stress response induction in glioma; U87-MG GRP78 promoter luciferase reporter, 16 h; hit rate 0.02% among 420,000; Potency, µM, for the others: at the highest dose activation, hits mostly activators; note: potency is the fitted concentration of half-maximal effect; series mostly up to about 76 µM; % of control where 0% means no effect; nearly all actives have a fitted effect of over 35% in size
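Stably transfected U87-MG glioma cells carrying a GRP78-based luciferase sensor; 16 h compound incubation. Luminescence end-point read 10 min after Bright-Glo addition at room temperature.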
RGS4 inh: human RGS4 inhibition; hit rate 0.039% among 390,000; AID 504845; Potency, µM (doses to about 114 µM), inactives show at the top dose activity change, negative = inhibition, usual class: inhibitors; Transcreener GDP fluorescence polarization, RGS4-accelerated GTP hydrolysis; P49798; note: potency is the fitted concentration of half-maximal effect; % is set by controls: 0 for no effect and ±100 for the full control effect; nearly all actives have a fitted effect of over 75% in size; some results filed as inactive show a strong effect at the top dose
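MLSMR compounds (23 nl, pin-transferred) preincubated 10 min at room temperature with a 500nM (2x) first reagent, then RGS4 at 900nM (2x) plus Transcreener GDP mix added; fluorescence polarization (620/688 nm) read before and after 90 min at 30 °C.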
12-LOX inh: blocks human arachidonate 12S-lipoxygenase. purified 12hLO, xylenol orange hydroperoxide absorbance. Potency, µM (series often up to 108 µM), inactives show top-dose activity change, negative = inhibition, usual class: inhibitors. hit rate 1.1% among 580,000. AID 1671190; note: potency is the fitted concentration of half-maximal effect; % is set by controls: 0 for no effect and ±100 for the full control effect
Target sequence (P18054 whole entry, looked up): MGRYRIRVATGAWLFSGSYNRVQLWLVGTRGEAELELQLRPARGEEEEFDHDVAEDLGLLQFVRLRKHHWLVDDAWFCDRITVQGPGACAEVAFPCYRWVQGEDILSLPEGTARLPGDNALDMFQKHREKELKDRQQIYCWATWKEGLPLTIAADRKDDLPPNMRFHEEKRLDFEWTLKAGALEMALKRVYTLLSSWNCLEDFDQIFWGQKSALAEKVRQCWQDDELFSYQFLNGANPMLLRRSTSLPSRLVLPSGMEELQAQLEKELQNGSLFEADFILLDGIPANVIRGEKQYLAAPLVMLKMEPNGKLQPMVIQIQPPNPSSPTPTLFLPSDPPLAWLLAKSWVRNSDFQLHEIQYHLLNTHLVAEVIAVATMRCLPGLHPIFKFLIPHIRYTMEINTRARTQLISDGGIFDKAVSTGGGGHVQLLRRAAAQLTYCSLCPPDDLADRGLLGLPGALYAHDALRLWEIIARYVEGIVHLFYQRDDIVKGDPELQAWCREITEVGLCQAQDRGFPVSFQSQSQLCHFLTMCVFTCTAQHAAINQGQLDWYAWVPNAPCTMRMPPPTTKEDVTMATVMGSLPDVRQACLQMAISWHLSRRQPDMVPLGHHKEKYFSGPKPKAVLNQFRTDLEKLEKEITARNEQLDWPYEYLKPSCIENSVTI
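Hydroperoxide product was detected by ferrous iron/xylenol orange as the 573 to 405 nm absorbance ratio. Arachidonic acid at 40 uM (final) was turned over for 30 min at room temperature by 150 nM human 12hLO, pH 7.0 Hepes buffer, after 15 min compound preincubation.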
D2 antagonist: antagonists of human D2 dopamine receptor; P14416; inhibition, % at 10 µM; hit rate 2% among 340,000; HEK293 TREx D2 cells, calcium flux, dopamine EC80; in the data active = inhibition above about 30%; note: 0% is about no effect
Target sequence (P14416 whole entry, looked up): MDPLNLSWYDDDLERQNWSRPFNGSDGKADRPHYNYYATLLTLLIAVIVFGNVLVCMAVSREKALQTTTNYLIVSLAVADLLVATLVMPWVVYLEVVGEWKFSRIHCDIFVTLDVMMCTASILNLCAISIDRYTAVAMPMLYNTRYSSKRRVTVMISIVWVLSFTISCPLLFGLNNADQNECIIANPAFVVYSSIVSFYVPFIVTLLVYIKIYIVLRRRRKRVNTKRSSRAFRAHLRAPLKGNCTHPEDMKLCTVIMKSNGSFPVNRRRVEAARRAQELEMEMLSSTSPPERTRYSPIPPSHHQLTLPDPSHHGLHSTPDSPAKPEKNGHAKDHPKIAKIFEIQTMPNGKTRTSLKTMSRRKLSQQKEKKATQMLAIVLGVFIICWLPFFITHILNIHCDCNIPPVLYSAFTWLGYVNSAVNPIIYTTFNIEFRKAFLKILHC
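Cells plated overnight at 30 C with tetracycline; no-wash calcium dye, 30–90 min RT; 10 s baseline; compound pinned; 180 s read; EC80 dopamine added; another 180 s read.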
Vif-A3F inh: Vif-A3F binding inhibition; HeLa A3F-eYFP + Vif (tagged APOBEC3F with the HIV-1 protein that degrades it), YFP fluorescence increase; AID 602313; Potency, µM (top dose mostly 46.1 µM), inactives show at the highest dose activity, negative = active; hit rate 0.2% among 390,000; note: potency is the fitted concentration of half-maximal effect; % of control where 0% means no effect; nearly all actives have a fitted effect of over 65% in size
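HeLa cells stably expressing Vif plus C-terminally eYFP-tagged A3F were seeded, incubated overnight at 37 deg C, dosed with compound, incubated overnight again at 37 deg C. Yellow fluorescence (Ex 488/Em 500-530) reported blocked Vif-mediated A3F-eYFP degradation.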
D2 ag: D2 dopamine receptor (human) agonism. P14416. HEK293 T-REx D2 cells, calcium flux agonist mode. activation, % at 2 µM. hit rate 0.53% among 340,000. AID 485358;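 active = activation over 3 SD above normal in the single-dose calcium agonist read, cut at about 30% in these data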; note: 0% is about no effect
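HEK293 Trex D2 cells, tetracycline-induced, o/n 30 C 5% CO2; no-wash Ca dye, RT 30–90 min; 10-cycle baseline, 23 nl cpd added, kinetic Ca read 180 s; agonist hits = positive Ca response.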
ERG Ets-DNA blk: inhibitors of human ERG Ets domain-DNA interaction; fluorescence polarization, His-ERG Ets domain / labelled DNA; P11308; hit rate 0.028% among 370,000; Potency, µM (highest dose often 76.9 µM), for inactives: at the top dose FP activity, negative = inhibition, hits mostly inhibitors; active = well fitted inhibition curve with a large enough effect in the polarisation, with a control signal flat; inconclusive = small, poorly fitted or top-dose-only effect, or effect the other way, or a change in a side signal; inactive = no such curve, though single readings can be large or run the other way; the % refers to the polarisation;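 note: polarization taken with two DNA probes labelled with fluorescein and Texas red; potency is the fitted concentration of half-maximal effect; % of control where 0% means no effect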
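His-tagged ERG Ets domain (1 uM in the protein solution; 300mM KCl, 50mM Tris-HCl, 1mM EDTA, 1mM DTT, pH 7.5) received compound, then a probe mix of 5 nM fluorescein-DNA and 100nM Texas-615-DNA. Fluorescence polarization was read for both dyes.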
LDHA block: blocks human lactate dehydrogenase A | P00338 | purified LDHA, NADH/diaphorase-resazurin fluorescence; stronger effect = lower value | activity change, % (values are at about 110 or 230 µM) | hit rate 0.15% among 480,000 | AID 1347041; in the data active = activity change below about -30%; inconclusive = mostly about -25% to -30%;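 note: plate controls were DMSO wells for no effect and wells without enzyme for full effect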
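Resorufin fluorescence (ex540/em590), read at 0 and 20 min after diaphorase/resazurin addition, reports the NADH left after a 5 min room-temperature reaction of 2 nM human LDH5 with 0.06 mM NADH and 0.2 mM pyruvate.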
Vif-APOBEC3G blk: Vif-A3G binding inhibition | AID 602310 | HeLa A3G-eYFP + Vif (tagged APOBEC3G with the HIV-1 protein that degrades it), YFP fluorescence, overnight | Potency, µM (series often up to 46.1 µM), for inactives: at the top dose activity, negative = active, hits mostly inhibitors | hit rate 0.076% among 410,000;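 note: potency is the fitted concentration of half-maximal effect; % is set by controls: 0 for no effect and ±100 for the full control effect; nearly all actives have a fitted effect of over 60% in size; hits raise eYFP signal because A3G escapes Vif-driven loss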
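Read-out is eYFP fluorescence (Ex 488/Em 500-530) from Vif-expressing HeLa A3G-eYFP cells; more signal means A3G escaped Vif-mediated degradation. Cells plated overnight, compound pinned in, incubated overnight at 37 deg C.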
Starred values were filed as active, the others as inactive; ? = inconclusive; / = no result given; & = joins results of further samples; [ ] = remark or other dose. Unless noted, calls come from the whole dose curve; as a rule, active = well fitted curve in the direction sought with a large enough effect; inconclusive = small, poorly fitted or top-dose-only effect, or another doubt; inactive = no such curve, though single readings can be large; an effect the other way counts as inactive or inconclusive.

Values run as follows: GRP78 ERSR act	RGS4 inh	12-LOX inh	D2 antagonist	Vif-A3F inh	D2 ag	ERG Ets-DNA blk	LDHA block	Vif-APOBEC3G blk
Cc1ccc(NC(=O)c2cnccn2)c(OC(F)F)c1
  -3.8%	-1.7%	-4.3%	-9.1	-5.3%	-0.6	-2.7%	-2.2	-0.2%
O=C(NC(=S)NCCCN1CCOCC1)c1ccc(Br)cc1
  -4.2%	0.0%	5.6%	16.6	-6.6%	-0.2	1.0%	-8.5	0.0%
CCSc1nnc(NC(=O)CSC2=NN3CCCC(=O)N=C3S2)s1
  0.0%	-26.9%	10.1%	-1.2	-5.2%	-0.4	2.0%	-4.0	-5.2%
COc1ccccc1C(=O)N1CC2(C)CC1CC(C)(C)C2 (stereo not given)
  -4.4%	-11.1%	0.0%	1.6	-10.5%	-0.8	3.9%	-3.8	0.5%
CCn1c(SCC(=O)OC)nc2sc3c(c2c1=O)CC(C)(C)OC3
  -5.0%	7.6%	-0.6%	-0.3	-13.4%	0.3	0.8%	-15.9	-0.9%
CCCCC(=O)NC(=S)NNC(=O)c1ccc(OC)cc1
  -3.6%	?	?	4.1	6.4%	5.8	-0.6%	-4.4	-0.9%
CCS(=O)(=O)N1CCCC(C(=O)NCCN(C)Cc2ccccc2)C1 (stereo not given)
  1.7%	-29.0%	402.7%[activator]	-1.8	-3.1%	-0.4	-7.6%	-3.5	1.5%
c1cc(CNCCNCc2ccncc2)ccn1
  -5.2%	5.8%	11.2%	/	4.6%	/	5.8%	2.3	-1.1%
COc1ccccc1CN(C)C(=O)COC(=O)c1cc(C)oc1C
  -0.8%	3.0%	-11.5%	0.9	?	-1.4	-7.0%	-10.9	0.4%
COc1cc(OC)cc(C(=O)NCC(=O)NCC(c2ccco2)N2CCCCC2)c1 (stereo not given)
  -3.7%	14.1%	9.4%	8.6	-22.6%	0.9	17.9%[15.4 µM]	-6.6	0.7%
COc1ccc(S(=O)(=O)N2CCC(C(=O)N[C@H](C(=O)N3CCCCCC3)C(C)C)CC2)cc1
  2.1%	5.9%[11.4 µM]	3.3%	8.8	-2.6%	-0.1	-3.1%	-2.7	0.2%
COc1ccc(C(CNC(=O)c2cccc(S(=O)(=O)NCc3ccccc3)c2)N(C)C)cc1 (stereo not given)
  -1.3%	-9.7%	16.1%	22.0	-12.1%	0.4	-1.7%	-1.3	1.3%
COCCCNc1nc2cc(OC)c(OC)cc2c2nc(-c3ccccc3)nn12
  2.9%&2.4%	?	6.7%&-21.9%	-19.6	-6.9%&3.9%	0.1&-0.5	-16.2%&5.2%	-1.0&-4.4	1.9%&-5.6%
Cc1ccc(CN(C(=O)c2csnn2)C(C(=O)NC2CCCC2)c2ccccn2)cc1 (stereo not given)
  -4.9%	-14.6%	-16.0%	0.5	-0.2%	-3.0	-4.8%	-2.4	-10.8%
COC(=O)c1scc(C)c1NC(=O)Cc1ccccc1
  -3.9%	-8.7%	13.5%	-3.3	-6.6%	0.1	-1.2%	3.7	-1.3%
CCc1nc(SCC(=O)Nc2ccc(OC)cc2[N+](=O)[O-])n[nH]1
  -3.3%	0.0%[56.9 µM]	-1.1%	9.6	0.7%	-0.1	5.8%	-2.2	0.8%
Cc1cc(NS(=O)(=O)c2ccc(NC(=O)/C=C/c3ccco3)cc2)nc(C)n1
  -1.9%	-11.1%	?	1.2	-31.1%	-0.5	3.8%	-8.5	1.3%
CCOC(=O)c1c(C)oc2nc(C)nc(NCCCN3CCN(c4ccccc4)CC3)c12
  -5.2%	30.9%	-17.7%	/	4.6%	/	0.1%	-11.2	1.3%
Cc1cc(C(=O)COC(=O)c2ccc[nH]c2=O)c(C)n1-c1ccc(F)cc1
  -11.2%	-10.4%	-9.5%	-3.6	-22.2%	-0.8	-6.6%	-0.8	-5.0%
CN(C)C(=O)c1cc(-c2ccccc2)no1
  6.2%	-13.7%	12.6%	4.6	?	0.2	3.3%	-2.3	-7.0%

Nothing new here: 2 of the compounds above.
Values run as follows: GRP78 ERSR act	RGS4 inh	12-LOX inh	D2 antagonist	Vif-A3F inh	D2 ag	ERG Ets-DNA blk	LDHA block	Vif-APOBEC3G blk
Cc1cc(C(=O)COC(=O)c2ccc[nH]c2=O)c(C)n1-c1ccc(F)cc1
  -11.2%	-10.4%	-9.5%	-3.6	-22.2%	-0.8	-6.6%	-0.8	-5.0%
CN(C)C(=O)c1cc(-c2ccccc2)no1
  6.2%	-13.7%	12.6%	4.6	?	0.2	3.3%	-2.3	-7.0%

The list goes on.
Values run as follows: GRP78 ERSR act	RGS4 inh	12-LOX inh	D2 antagonist	Vif-A3F inh	D2 ag	ERG Ets-DNA blk	LDHA block	Vif-APOBEC3G blk
CCCCn1c(N)c(N(CC(C)C)C(=O)c2ccc(OC)c(S(=O)(=O)N3CCOCC3)c2)c(=O)[nH]c1=O
  -1.9%	-13.4%	-6.9%	/	4.1%	/	-9.3%	-10.2	-0.3%
O=C(COC(=O)c1cccnc1Cl)Nc1ccc2c(c1)OCCO2
  4.4%	-3.9%	-0.8%	5.6	11.0%	10.6	-9.4%	-1.2	2.9%
CC1CCCCN1C(=O)CCc1nnc(Cc2c[nH]c3ccccc23)o1 (stereo not given)
  -0.7%	8.8%	-14.4%	-22.0	1.7%	0.4	14.2%	-0.3	-11.3%
CCCP(=O)(CC(=O)N(CC)CC)c1ccccc1 (stereo not given)
  -4.0%	-3.5%	134.2%[activator]	-5.7	-5.1%	0.4	-3.4%	-0.8	4.4%
c1ccc(-c2nc(NCc3ccco3)c3oc4ccccc4c3n2)cc1
  -0.2%	-40.8%	7.08µM*	-5.8	-14.6%	-0.2	-4.3%	-1.3	1.9%
Cc1cc(Br)ccc1SCC(=O)OCC(=O)NC1CCCC1
  0.2%	2.0%	-16.0%	7.3	2.3%	-0.3	7.7%	-4.0	-1.6%
COc1ccc(CCNC(=O)C2CCN(S(C)(=O)=O)CC2)cc1
  -3.0%	-3.6%	1.3%[57.4 µM]	16.1	-0.8%	-2.1	/	-6.5	0.2%
Cn1c(=O)c(/C=C/c2ccccc2)nc2ccccc21
  6.0%	8.6%	?	9.5	-9.8%	0.0	-7.7%	-4.2	-0.1%
Cc1cc(C)nc(N2CCCC(C(=O)NCCc3ccc(F)cc3)C2)n1 (stereo not given)
  -4.6%	4.0%	15.6%	3.5	-12.9%	2.5	-16.0%	-7.2	-3.0%
O=C(NCC(c1cccnc1)N1CCN(c2ccc(F)cc2)CC1)c1ccc2c(c1)OCO2 (stereo not given)
  -0.4%	12.5%	4.7%	0.9	4.5%	-0.1	-4.5%	-4.2	0.0%
O=[N+]([O-])c1ccc(-c2ccc(C=Nc3cccc4ccccc34)o2)cc1
  2.4%	-8.1%	-6.9%	-3.7	-1.1%	-0.6	/	11.1	0.3%
O=C(c1ccco1)N1CCn2c1nc1ccccc12
  3.7%	-4.7%	-11.4%	/	-9.4%	/	-4.9%	-7.9	-0.9%
C=C1CCC2C(C)(C)[C@H](O)CC[C@@]2(C)[C@@H]1COc1cc(=O)oc2ccccc12 (stereo not given in full)
  -6.1%	15.0%	13.1%	-10.0	-10.5%	-1.1	3.1%	4.7	-5.4%
O=S(=O)(c1ccc(Cl)cc1)c1nnn2c1nc(NCc1cccs1)c1sccc12
  -3.8%	19.8%	0.0%	/	-0.6%	-0.2	8.2%	-4.5	-4.6%
Cc1ccc(S(=O)(=O)N2CCN(CC(O)c3ccccc3)CC2)cc1C (stereo not given)
  -2.0%	13.9%	-18.2%	2.6	-1.4%	0.0	-5.2%	-9.1	-8.1%
Fc1ccccc1CNc1nc(NCC2CC2)nc2ccsc12
  -1.7%	/	?	/	/	/	/	-4.5	-13.9%
CCOC(=O)c1ccc(S(=O)(=O)N2CCN(CC(=O)NC(=O)NC3CCCCC3)CC2)cc1
  -8.0%	-20.8%	0.0%	12.2	3.2%	0.1	14.0%	3.6	2.1%
CCCc1cc2c(cc1NC(=O)c1ccccc1Cl)OCO2
  4.5%	0.5%	21.0%	-2.4	-1.6%	-0.8	-8.1%	-4.3	-22.6%
Cc1ccc(-n2c(SCC(N)=O)nnc2-c2ccc(S(=O)(=O)N3CCCCC3)cc2)c(C)c1
  1.4%	16.5%	0.0%	0.8	-6.3%	0.2	-5.7%	-7.8	-8.2%
O=C(COC(=O)c1ccc(O)cc1O)NC12CC3CC(CC(C3)C1)C2
  11.1%	-11.9%	?	7.3	-10.1%	-0.3	-3.8%	-0.4	2.2%
O=C(CSc1ccccn1)N1CCNC1=O
  -1.9%	2.4%	-6.5%	/	-9.3%	/	-3.2%	1.1	0.2%
COc1ccc(NC(=O)CSc2nnc(CNC(=O)COc3ccc(Cl)cc3)o2)cc1
  -1.5%	-8.2%	-9.8%	1.0	3.6%	0.7	4.3%	-0.8	-0.6%
Nc1cc(N)nc(SCC(=O)Nc2ccccc2)n1
  -6.1%	-30.6%	0.0%	-4.6	1.3%	-1.0	-6.2%	2.5	0.4%
Cn1nc(C(=O)NCc2cccnc2)c2ccccc2c1=O
  -0.8%	-33.2%	0.0%	-18.7	-0.3%	-0.3	-8.5%	-6.9	-16.9%
Fc1ccc(Nc2nc(-c3ccncc3)nc3ccccc23)cc1
  -1.0%	-17.0%	11.3%	-11.5	-4.9%	-1.0	18.0%	-2.6	1.4%
O=C(CNc1cccc(S(=O)(=O)N2CCCC2)c1)Nc1ccc(C(F)(F)F)cc1
  -4.1%	-9.6%	?	/	-5.8%	/	18.7%	-0.2	-4.5%

Some of the compounds tested, so the mix of outcomes need not match the whole.
